Screening data: PubChem, NMMLSC
VLA-4 inh: inhibition in a human VLA-4 binding assay. P13612. VLA-4 expressing cells, ligand binding flow cytometry. inhibition, % (about 7 µM as worked out from the volumes in the protocol). 0.2% of 330,000 active; in the data active = inhibition above about 50%
Target sequence (P13612 whole entry, looked up): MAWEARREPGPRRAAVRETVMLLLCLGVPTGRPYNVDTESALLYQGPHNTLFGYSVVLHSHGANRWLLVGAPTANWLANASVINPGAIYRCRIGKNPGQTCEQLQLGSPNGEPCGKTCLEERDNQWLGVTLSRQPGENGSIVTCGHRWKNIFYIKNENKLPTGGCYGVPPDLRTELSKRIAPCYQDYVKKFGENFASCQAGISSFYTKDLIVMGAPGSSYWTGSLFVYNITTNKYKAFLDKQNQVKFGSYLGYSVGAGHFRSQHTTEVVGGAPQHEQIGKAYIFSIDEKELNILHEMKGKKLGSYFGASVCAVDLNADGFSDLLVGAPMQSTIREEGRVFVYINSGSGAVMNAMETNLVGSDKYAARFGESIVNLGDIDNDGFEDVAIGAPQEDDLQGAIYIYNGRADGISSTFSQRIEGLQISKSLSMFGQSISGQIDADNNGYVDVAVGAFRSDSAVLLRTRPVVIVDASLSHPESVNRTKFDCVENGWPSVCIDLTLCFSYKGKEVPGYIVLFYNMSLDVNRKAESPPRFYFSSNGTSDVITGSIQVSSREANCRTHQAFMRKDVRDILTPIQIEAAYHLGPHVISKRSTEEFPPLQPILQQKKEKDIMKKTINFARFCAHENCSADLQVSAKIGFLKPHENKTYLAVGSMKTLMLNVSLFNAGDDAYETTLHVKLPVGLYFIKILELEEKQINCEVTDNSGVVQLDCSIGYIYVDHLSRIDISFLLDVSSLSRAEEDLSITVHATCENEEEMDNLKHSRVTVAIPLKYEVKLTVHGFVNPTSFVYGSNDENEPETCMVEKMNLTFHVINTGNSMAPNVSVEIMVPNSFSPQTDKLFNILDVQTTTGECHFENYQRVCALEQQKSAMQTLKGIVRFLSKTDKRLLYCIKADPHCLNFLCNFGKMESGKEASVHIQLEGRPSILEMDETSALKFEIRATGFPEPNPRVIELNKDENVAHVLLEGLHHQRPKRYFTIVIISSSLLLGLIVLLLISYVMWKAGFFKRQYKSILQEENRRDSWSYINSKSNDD
Yeast superoxide: lowers age-related superoxide in aged yeast cells; S. cerevisiae aged cells, superoxide DHE fluorescence; hits give low values; superoxide response (% of plate mean), % at 10 µM; 0.18% of 330,000 active;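 active = superoxide response under a set limit, about three screen SD below normal, cut at about 65% in these data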;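 also: yeast aged for seven days with compound at 30 °C before DHE staining; 100% = average MFI of all compound-treated wells on the plate with controls excluded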
MEP2 TOR yeast: modulators of TOR pathway MEP2-GFP in S. cerevisiae; S. cerevisiae MEP2-GFP strain, flow cytometry GFP, 3 h; 100% = DMSO control level; GFP response vs DMSO, % at 10 µM; 0.51% of 330,000 active; AID 2016;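 active = GFP response versus DMSO above a set limit, roughly screen mean plus 3 SD, cut at about 180% in these data; inconclusive = fewer than 70 cells counted for a yeast strain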;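 also: median GFP fluorescence of the barcode-gated MEP2-GFP cells per well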
CIT2-GFP yeast: yeast TOR pathway CIT2-GFP modulation; S. cerevisiae CIT2-GFP strain, flow cytometry, 3 h; 100 means same as DMSO wells; GFP response vs DMSO, % at 10 µM; 0.065% of 320,000 active; AID 2029;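 active = GFP response relative to DMSO above a set limit, near the screen mean plus 3 SD, cut at about 150% in these data; inconclusive = Fewer than 70 cells measured for a yeast strain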;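 also: ratio of well median GFP fluorescence to mean of DMSO wells on the plate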
RPL19A-GFP yeast: alters RPL19A-GFP fluorescence in TOR pathway yeast screen; AID 2025; 0.3% of 330,000 active; percent response vs DMSO, % at 10 µM; S. cerevisiae RPL19A-GFP strain, flow cytometry, 3 h; hits give low values;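 active = percent response vs DMSO below 50%; inconclusive = fewer than 70 events counted for the yeast strain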;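 also: median channel GFP fluorescence of the barcoded RPL19A-GFP strain; ratio of sample median GFP to plate DMSO average so 100% = DMSO; lower means less RPL19A-GFP as with rapamycin TOR inhibition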
GRK2 inh: inhibitors of human GRK2 displacing RNA aptamer; inhibition of aptamer binding, % at 10 µM; AID 488847; 0.59% of 330,000 active; bead flow cytometry, FAM-aptamer displacement from GRK2;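 active = inhibition of aptamer binding above 40%, roughly 3 SD of noise, on plates passing a quality check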;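 also: median bead fluorescence of bound FAM aptamer so fluorescent compounds give negative values; no value below 0 was filed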
AGP1 TOR yeast: yeast TOR pathway AGP1-GFP modulation | S. cerevisiae AGP1-GFP multiplex flow cytometry, 3 h; GFP as percent of DMSO wells | GFP response vs DMSO, % at 10 µM | 0.02% of 320,000 active | AID 2066;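 active = GFP response relative to DMSO above a set limit, near screen average plus 3 SD, cut at about 150% in these data; inconclusive = fewer than 70 cells counted for the yeast strain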;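 also: median GFP channel fluorescence of the gated AGP1 strain per well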
LAP4-GFP MLPCN: modulators of TOR pathway LAP4-GFP in S. cerevisiae | GFP response vs DMSO, % at 10 µM | S. cerevisiae LAP4-GFP multiplex, flow cytometry GFP, 3 h; median GFP as percent of DMSO wells | 0.34% of 320,000 active;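 active = GFP response vs DMSO above a set limit, about the screen mean plus 3 SD, cut at about 150% in these data; inconclusive = under 70 cell events counted for the yeast strain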
Active calls of the source: *; ? = inconclusive; / = not tested or not shown.

SMILES	VLA-4 inh	Yeast superoxide	MEP2 TOR yeast	CIT2-GFP yeast	RPL19A-GFP yeast	GRK2 inh	AGP1 TOR yeast	LAP4-GFP MLPCN
O=C(NCc1ccco1)c1ccc(CS(=O)(=O)c2cccc(C(F)(F)F)c2)o1	6	83	103	/	104	0	107	110
Cc1cc(CN(C)C)c(O)c(C2(C)CCCCC2)c1	15	100	94	88	89	2	87	88
Cc1ccc(SCC(=O)Nc2ccc(F)cc2[N+](=O)[O-])cc1C	-13	99	103	99	101	7	100	100
CCc1nnc(N/N=C/c2cc(C)c(C)cc2C)n1N	-4	100	104	103	106	0	109	99
CCn1c(N)nc2ccccc21	8	94	103	103	93	0	97	96
O=C(CSc1nc2ccccc2c(=O)n1-c1ccccc1)N1CCCc2ccccc21	12	103	95	100	104	2	103	102
CCCN(CCC)C(=O)CCS(=O)(=O)c1cccc2nsnc12	-16	128	96	113	100	0	106	96
COCCNC(=O)c1cccc(OC2CCN(C(C)COc3ccccc3)CC2)c1 (stereo not drawn)	13	112	97	101	100	0	101	95
Cc1ccc(/C=N/NC(=O)c2csc(C)c2)o1	-2	83	98	71	90	1	87	80
CCOC(=O)N1CCN(S(=O)(=O)N2CCCC(C(=O)NCCc3ccc(OCC)c(OCC)c3)C2)CC1 (stereo not drawn)	7	101	95	101	100	1	98	92
Cc1ccc(-n2nc3c(c2NC(=O)CCC2CCCCC2)CS(=O)C3)cc1 (stereo not drawn)	15	92	114	104	104	3	104	106
CC(=O)c1c(C)nc2ccc(Br)cc2c1C(=O)O	24	125	?	?	?	6	?	?
Nc1nc2ccc(O)cc2s1	17	100	96	102	101	5	101	101
Cc1ccc(C)c(N(CC(=O)N2CCc3ccccc3C2)S(C)(=O)=O)c1	27	109	103	109	100	2	107	109
CC(C)CC1CC(C)(c2csc(NNC(=O)c3ccccc3)n2)OC1=O (stereo not drawn)	16	99	100	97	102	0	105	105
CCCCCCCCCCSc1n[nH]c(NC(C)=O)n1	1	90	105	91	95	4	99	102
CNC(=S)N/N=C/c1cc(Br)c(OCc2ccncc2)c(OC)c1	10	100	101	110	92	0	91	85
Cc1ccccc1C(=O)N1CCN=C1SCc1ccc([N+](=O)[O-])cc1	-1	92	91	94	96	0	99	106
O=C(NC(=S)Nc1ccc(N2CCOCC2)cc1)c1cccc(Cl)c1Cl	10	98	103	92	116	5	97	80
CCC(=O)Oc1c(C(=O)CC)cc2c(C)cc(=O)oc2c1C	17	102	132	95	106	0	101	100
COc1ccc(-c2csc(N3C(=O)C4C5c6ccccc6C(c6ccccc65)[C@@H]4C3=O)n2)cc1 (stereo partly drawn)	-40	89	103	100	97	0	98	100
CCOC(=O)Cc1csc(SCC(=O)Nc2cccc(Cl)c2)n1	-1	74	104	117	103	0	104	115
S=C(Nc1ccccc1Cl)Nc1ccc(Cl)cc1Cl	17	101	91	84	85	1	84	88
Cc1oc(S(=O)(=O)N2CCCC2)cc1C(=O)Nc1ccc(F)cc1	2	97	102	100	99	0	108	112
CC(=O)c1c(C(C)=O)c(C)n(Cc2ccccc2)c1C	4	96	105	100	101	4	105	94
CN(Cc1ccccc1OCCO)CC1CCCN(CCc2ccc(Cl)cc2)C1 (stereo not drawn)	-4	92	102	103	100	0	98	87
O=C(CCCOc1ccccc1)Nc1ccc(S(=O)(=O)N2CCOCC2)cc1	8	91	100	98	104	3	107	109
Cc1onc(-c2ccccc2Cl)c1C(=O)OCc1nnc(-c2ccccc2)o1	-5	113	105	94	95	2	105	113
COc1ccc(OC)c(C2=NOC(C(=O)NCc3cccnc3)C2)c1 (stereo not drawn)	15	106	106	95	104	0	104	103
CC1CN(C(=O)COC(=O)c2cc(Cl)ccc2[N+](=O)[O-])CC(C)O1 (stereo not drawn)	3	108	104	104	108	2	96	94
CC(C)(C)NC(=O)C(c1ccco1)N(C(=O)Cn1nnc(-c2ccc(F)cc2)n1)c1ccccc1 (stereo not drawn)	-35	111	98	108	102	2	107	105
COC(=O)c1c(C)noc1-c1cc(C)on1	7	80	110	107	103	1	105	97
CCOCc1c(C(=O)OCC(=O)NCc2ccc(F)cc2)oc2ccccc12	0	100	104	100	100	5	108	104
CN1CCN(C(=O)C2CCN(S(=O)(=O)c3ccc(F)cc3)CC2)CC1	-1	111	103	102	111	0	100	100
CCOC(=O)C1=C(N)N(c2ccccc2)C2=C(C(=O)CCC2)C1c1cccnc1 (stereo not drawn)	-7	101	101	96	101	1	97	90
C=CCN1c2ccccc2[C@]23C[C@@H](C(=O)OC)N(C(=O)c4ccc(Br)cc4)C2=NC(C(=O)OC)=C(C(=O)OC)[C@H]13	51*	88	107	103	99	0	104	97
COc1ccc(C(=O)OCC(=O)NCCN2C(=O)CSC2=O)cc1[N+](=O)[O-]	-10	98	90	109	99	3	97	88
CC(=O)N1Cc2ccccc2CC1C(=O)NCc1ccccc1F (stereo not drawn)	-5	109	99	97	103	0	103	97
O=C(NCCCn1ccnc1)/C(=C/c1cccnc1)NC(=O)c1ccco1	-8	92	94	104	103	1	105	102
COC(=O)c1ccc(CNC(=O)c2ccc3c(c2)NC(=O)CS3)cc1	14	125	91	94	90	3	90	86
O=C(NNC(=O)c1ccccc1Cl)c1ccc(-n2cncn2)c([N+](=O)[O-])c1	9	123	102	99	100	0	103	100
CCC(C)NC(=O)C1CCN(S(=O)(=O)c2cccnc2)CC1 (stereo not drawn)	3	101	97	96	99	1	101	96
COc1cc2c(cc1OC)CN(C(=O)CN1CCN(S(=O)(=O)c3ccccc3Br)CC1)CC2	6	88	104	100	95	4	101	89
Cc1ccccc1NS(=O)(=O)c1cc(C(=O)Nc2cccc([N+](=O)[O-])c2)ccc1C	-32	112	91	89	100	1	94	93
N#CC1=C(c2ccccc2)/C(=C/c2ccccc2)OC1=O	-1	86	94	89	94	0	89	136
C/C(N=Nc1nc2ccccc2s1)=N\Nc1ccccc1O	-2	82	109	104	107	0	95	103
Cc1ccc(C)c(NC(=S)NC(NC(=O)N(C)C)C(Cl)(Cl)Cl)c1 (stereo not drawn)	2	89	103	100	101	0	103	94
COc1ccc(CCC(=O)Nc2ccc(OC)c(S(=O)(=O)N3CCCCC3)c2)cc1	-2	97	92	81	93	1	93	91
N#CC1CCN(C(=O)c2ccc3c(Cl)c4c(nc3c2)CCCC4)CC1	-6	96	105	98	101	0	107	102
Cn1nnnc1SCc1cc(=O)n2ccsc2n1	-4	82	95	98	95	1	97	93
Cc1sc[n+](CC(=O)c2ccc(Br)cc2)c1C	2	108	94	97	94	0	93	95
CC(=O)C1=C(C)N(Cc2ccccc2)C(=O)N[C@@H]1c1cccc(C(F)(F)F)c1	17	96	93	66	95	0	82	125
Cc1ccc(Oc2ccc(Oc3ccc(C)cc3)nn2)cc1	11	96	105	95	100	0	99	104
Cc1[nH]c2ccccc2c1C(=O)C(=O)N1CC(C)OC(C)C1 (stereo not drawn)	-29	109	98	98	97	0	104	109
C[C@@H]1CN([C@@H](C)CO)C(=O)c2cc(NS(C)(=O)=O)ccc2O[C@H]1CN(C)Cc1ccc(Oc2ccccc2)cc1	-11	88	90	97	101	0	93	90
Cc1ccc(Nc2cc(C)nc3nnnn23)cc1	-12	95	91	87	92	0	90	95
COc1ccc(-c2cc(C(F)(F)F)n3nc(C(=O)O)nc3n2)cc1	7	89	99	99	93	0	94	98
O=S(=O)(c1ccc2ccccc2c1)N1CCN(c2ccc(O)cc2)CC1	-3	106	101	92	96	0	106	106
C=CCOc1c(CNc2nccs2)cccc1OCC	15	87	103	100	100	0	102	98
O=C(Nc1cccc(S(=O)(=O)NCc2ccco2)c1)c1cccc(Cl)c1	3	105	97	100	96	0	98	98

Next records follow:
SMILES	VLA-4 inh	Yeast superoxide	MEP2 TOR yeast	CIT2-GFP yeast	RPL19A-GFP yeast	GRK2 inh	AGP1 TOR yeast	LAP4-GFP MLPCN
COc1ccc(S(=O)(=O)N2CCOCC2)cc1C(=O)N(C)Cc1ccccc1F	1	93	104	98	104	0	108	109
CCc1cc(=O)[nH]c(SCC(=O)NCC2CCCO2)n1 (stereo not drawn)	11	90	100	107	97	3	103	102
COc1ccc(CCNS(=O)(=O)c2cccc(C)c2)cc1OC	10	86	89	87	86	2	86	88
CN1CCN(C(=O)c2cc3nc(-c4ccccc4)cc(-c4ccccc4)n3n2)CC1	2	97	100	94	97	2	92	92
CCOC(=O)C1=C(C)N(CCCCCC(=O)O)C(=O)NC1c1ccc(Cl)cc1 (stereo not drawn)	0	103	100	98	94	1	99	94
CCCCCCn1c(N2CCN(c3ccccc3)CC2)nc2c1c(=O)[nH]c(=O)n2C	8	107	98	102	100	0	101	95
O=C(Oc1ccccc1)c1ccc2c(c1)C(=O)N(Cc1ccncc1)C2=O	3	100	111	90	100	3	107	102
Cn1c(C(=O)N2CCCC(C(=O)NCCN3CCOCC3)C2)cc2sccc21 (stereo not drawn)	11	102	97	102	94	0	98	95
Cn1cc(CN2CCN(c3cnccn3)CC2)c(-c2cccc(Cl)c2)n1	2	102	100	85	89	1	91	92
CCOc1cc(C(=O)Nc2ccccc2F)cc(Br)c1OCC	20	87	114	113	111	2	104	90
O=C(OCCNC(=O)c1ccc2ccccc2n1)c1ccc(F)cc1	18	111	99	93	99	0	91	109
Cc1ccc(/C=N/NC(=O)Cc2cccn2C)s1	12	96	98	100	100	0	100	100
COc1ccc(/C=C/C(=O)NC(=S)N2CCN(c3ccccn3)CC2)cc1	1	91	103	101	104	3	107	118
CN(C(=O)c1nc(-c2ccccc2)n(-c2ccccc2)n1)C1CCS(=O)(=O)C1 (stereo not drawn)	-2	107	107	104	103	1	104	104
N/C(=N\OC(=O)c1ccc([N+](=O)[O-])cc1)c1ccccn1	3	115	94	95	100	1	101	109
O=C(Nc1ccccn1)c1ccc2ccccc2n1	12	94	98	106	98	1	100	87
COc1cc(NC(=O)c2cnc(N)o2)cc(C(=O)Nc2cccc(C(F)(F)F)c2)c1	7	99	98	97	97	0	100	88
CCSc1nnc(NC(=O)c2ccco2)s1	9	98	97	116	99	2	96	98
N#CC1=C(N)SC(N)=C(C#N)C1C1CC=CCC1 (stereo not drawn)	5	98	107	102	102	3	101	93
Cc1nnc2sc(SCc3ccccc3Cl)nn2c1=O	-8	96	98	90	92	1	103	115
CC(=O)Nc1ccc(S(=O)(=O)N2CCN3CCCC3C2)cc1 (stereo not drawn)	17	99	112	103	103	0	102	105
O=C(CCCc1nc2ccccc2s1)N1CCN(c2ccccc2F)CC1	11	90	104	99	99	0	97	101
O=C(Nc1ccc(-c2nc3ccccc3s2)c(OC(=O)c2ccccc2)c1)c1ccccc1	20	101	109	107	105	2	103	98

One compound at a time (already shown). Order of values: VLA-4 inh	Yeast superoxide	MEP2 TOR yeast	CIT2-GFP yeast	RPL19A-GFP yeast	GRK2 inh	AGP1 TOR yeast	LAP4-GFP MLPCN
Results for Cn1cc(CN2CCN(c3cnccn3)CC2)c(-c2cccc(Cl)c2)n1 = 2	102	100	85	89	1	91	92
Results for O=C(Nc1ccccn1)c1ccc2ccccc2n1 = 12	94	98	106	98	1	100	87
Results for Cc1ccc(/C=N/NC(=O)Cc2cccn2C)s1 = 12	96	98	100	100	0	100	100
Results for COc1ccc(CCNS(=O)(=O)c2cccc(C)c2)cc1OC = 10	86	89	87	86	2	86	88
Results for N#CC1=C(N)SC(N)=C(C#N)C1C1CC=CCC1 (stereo not drawn) = 5	98	107	102	102	3	101	93

An unsorted share of the library; 1.7% or so of the library scored in one or more.
